Assay outcomes as filed in PubChem.
DRD3 agonist – qHTS of D3 Dopamine Receptor Agonist: qHTS; D(3) dopamine receptor (Homo sapiens), P35462; D3R DiscoveRx beta-arrestin cells, luminescence, 90 min; max activation, %; hit rate 0.58% among 410,000; in the data active = max activation above about 30%; note: 0% is about no effect; mostly tested at two doses, the higher about 12 µM
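Agonist mode: compounds and dopamine controls were applied to plated cells for 90 min at 37 degrees C after an overnight attachment at 1500 cells/well. Luminescent read-out followed 30 - 60 minutes at room temperature with DiscoveRx detection reagent.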
D3 antag – qHTS of D3 Dopamine Receptor Antagonist: qHTS. D3R cells, DiscoveRx beta-arrestin luminescence, antagonist mode; active compounds read low. max response, negative = inhibition, %. hit rate 2.5% among 360,000; in the data active = max response below about -50%; inconclusive = no clear call, values can overlap the other calls; note: % is set by controls: 0 for no effect and ±100 for the full control effect; mostly tested at two doses, the higher about 12 µM
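Cells plated overnight at 1500 cells/well, then exposed to library compounds with dopamine controls for 90 minutes at 37 degrees C. DiscoveRx reagent added for 30–60 minutes at room temperature; luminescence read, quantitative HTS format.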
FUS suppressor – qHTS for Suppressors of FUS Proteinopathy: Primary screen using FUS-linked yeast assay | Potency, µM (highest dose often 76.6 µM), without a hit: top-dose growth rescue (activation), usual class: activators | AID 1347120, 2019 | hit rate 0.24% among 390,000 | S. cerevisiae FUS-expressing, growth rescue, OD600, 24 h;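 note: potency is the fitted concentration of half-maximal effect; plate controls were DMSO vehicle for no effect and reference control for full effect; nearly all actives have a fitted effect of over 55% in size; some results filed as inactive show a strong effect at the top dose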
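Yeast expressing FUS under galactose induction, OD 0.005 in 2% galactose medium; compounds in a dilution series, 24 h at 30C. Growth rescue by absorbance at 600 nm; CP55940 positive control, DMSO negative.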
EPAC2 ag – qHTS for Agonist of cAMP-regulated guanine nucleotide exchange factor 4 (EPAC2): primary screen. EPAC2 activation, biochemical qHTS; response scale: 100% = 6.5 mM cAMP response. Potency, µM (series often up to 154 µM), without a hit: at the top dose activation, hits mostly activators. hit rate 0.079% among 360,000. AID 720711, 2013. Rap guanine nucleotide exchange factor 4 (Homo sapiens), Q8WZA2; note: potency is the fitted concentration of half-maximal effect; nearly all actives have a fitted effect of over 50% in size
Target sequence (Q8WZA2 whole entry, looked up): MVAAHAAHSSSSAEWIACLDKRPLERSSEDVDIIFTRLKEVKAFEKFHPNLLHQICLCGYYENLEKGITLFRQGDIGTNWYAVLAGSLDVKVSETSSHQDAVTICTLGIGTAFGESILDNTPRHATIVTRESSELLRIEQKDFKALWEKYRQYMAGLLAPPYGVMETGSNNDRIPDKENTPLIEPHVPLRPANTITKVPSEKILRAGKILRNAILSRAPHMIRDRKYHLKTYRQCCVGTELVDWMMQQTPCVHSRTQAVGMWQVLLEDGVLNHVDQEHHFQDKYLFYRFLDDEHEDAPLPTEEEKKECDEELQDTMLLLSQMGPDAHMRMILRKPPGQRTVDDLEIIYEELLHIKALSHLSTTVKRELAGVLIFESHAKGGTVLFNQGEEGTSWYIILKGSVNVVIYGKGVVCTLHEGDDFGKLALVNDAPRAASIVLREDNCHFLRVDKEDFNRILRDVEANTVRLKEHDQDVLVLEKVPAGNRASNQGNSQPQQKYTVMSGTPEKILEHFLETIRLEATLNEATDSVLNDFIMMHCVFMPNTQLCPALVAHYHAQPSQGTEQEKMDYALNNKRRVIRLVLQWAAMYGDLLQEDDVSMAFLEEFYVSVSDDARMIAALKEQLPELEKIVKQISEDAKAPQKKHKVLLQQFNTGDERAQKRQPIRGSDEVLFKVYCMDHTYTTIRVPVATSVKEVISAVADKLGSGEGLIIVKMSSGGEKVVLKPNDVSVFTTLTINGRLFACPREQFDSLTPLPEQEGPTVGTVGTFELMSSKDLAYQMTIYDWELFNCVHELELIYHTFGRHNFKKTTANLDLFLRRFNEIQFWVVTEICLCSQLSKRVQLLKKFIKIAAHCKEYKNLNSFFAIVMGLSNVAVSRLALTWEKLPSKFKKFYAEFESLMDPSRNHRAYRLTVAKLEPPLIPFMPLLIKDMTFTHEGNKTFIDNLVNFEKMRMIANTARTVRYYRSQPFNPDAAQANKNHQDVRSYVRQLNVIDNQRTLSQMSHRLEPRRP
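EPAC2 (100 nM) mixed with Rap1B loaded with BODIPY-GDP (250 nM) plus 50 uM unlabeled GDP; compounds pinned in, 5 min RT, then read every 5 min for 30 min (ex 480, em 540 nm). Normalized to cAMP control.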
TDP-43 yeast inh – qHTS of TDP-43 Inhibitors. TDP-43 expressing yeast growth rescue, BacTiter-Glo, 24 h. hit rate 1.8% among 410,000. Potency, µM (series often up to 46.1 µM), for the others: at the highest dose growth rescue (activation), hits mostly activators; note: potency is the fitted concentration of half-maximal effect; % of control where 0% means no effect; nearly all actives have a fitted effect of over 50% in size
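Galactose-induced TDP-43 yeast, OD600=0.02, compound pinned; 24 hr, 30 deg C; BacTiter-Glo luminescence for growth. Inhibitors of TDP-43 toxicity read as activators.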
Abeta rescue – qHTS for compounds that reverse cellular toxicity of Amyloid beta (A-beta) peptide in yeast: Primary Screen; yeast expressing A-beta42, growth rescue, OD600, 48 h; response scale: 0% DMSO, 100% iron-clioquinol control; Potency, µM (top dose mostly 46.1 µM), for the others: at the highest dose growth rescue, hits mostly activators; hit rate 0.063% among 410,000; note: potency is the fitted concentration of half-maximal effect; nearly all actives have a fitted effect of over 55% in size
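Growth rescue measured by 600 nm absorbance after 48 h yeast culture at 30 C with compound. Values normalized between DMSO and an equimolar ferric chloride plus clioquinol control.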
aSyn yeast inh – qHTS of alpha-syn Inhibitors; Yeast expressing alpha-synuclein, growth rescue, BacTiter-Glo, 24 h; Potency, µM (titrated, usually from 46.1 µM), for the others: at the highest dose growth rescue (activation), usual class: activators; hit rate 0.14% among 370,000; note: potency is the fitted concentration of half-maximal effect; % of control where 0% means no effect; nearly all actives have a fitted effect of over 65% in size
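Galactose-induced alpha-syn yeast (OD600=0.02, raffinose-pregrown) + pinned cpd, 24 hr, 30 deg C; growth by BacTiter-Glo luminescence. Growth restoration scores as activation.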
EPAC2 antagonist – qHTS for Antagonist of cAMP-regulated guanine nucleotide exchange factor 2 (EPAC2): primary screen; Potency, µM (doses to about 114 µM), for inactives: at the top dose activity, negative = inhibition, usual class: inhibitors; hit rate 0.18% among 360,000; EPAC2 GEF exchange of Rap1B-BODIPY-GDP, fluorescence; Rap guanine nucleotide exchange factor 4 (Homo sapiens), Q8WZA2; note: potency is the fitted concentration of half-maximal effect; % is set by controls: 0 for no effect and ±100 for the full control effect; nearly all actives have a fitted effect of over 45% in size; many of its hits are not listed in these tables
Numbers without * were called inactive; ? = inconclusive; nt = not tested or not shown; [ ] = dose if it differs, or a comment. Unless noted, calls come from the whole dose curve; as a rule, active = well fitted curve in the direction sought with a large enough effect; inconclusive = small, poorly fitted or top-dose-only effect, or another doubt; inactive = no such curve, though single readings can be large; an effect the other way counts as inactive or inconclusive. Only part of the results is shown; the hit share may differ from the screen's.

1. CCOc1ccc(S(=O)(=O)N(CC)CC)cc1NC(=O)c1ccc(N2CCCC2=O)cc1
2. O=C(Nc1ccc(Cl)c(Cl)c1)N(Cc1cccnc1)Cc1ccco1
3. COc1ccccc1CNC(=O)CN1C(=O)NC(C)(c2ccc(C)cc2)C1=O (stereo unspecified)
4. COc1cc(C2C(C#N)=C(C)NC(C)=C2C#N)cc(OC)c1OC
5. CC1=C(C(=O)Nc2ccc(C)cc2C)C(c2ccc(O)cc2)n2nc(SCC(=O)c3ccc(C)cc3)nc2N1 (stereo unspecified)
6. CCOC(=O)[C@]12CCCC=C1N(CCC1=CCCCC1)C(=O)[C@H](CC(=O)NCCCN1CCCC1=O)C2
7. CC(C)C(=O)Nc1ccc(C(=O)N/N=C/c2cc(Br)cc(Br)c2O)cc1
8. CC(C)CCNC(=O)C(c1ccco1)N(CCCO)C(=O)Cn1nnc(-c2ccc(F)cc2)n1 (stereo unspecified)
9. COc1ccc(-n2c(-c3ccc(OC)c(OC)c3)n[nH]c2=S)cc1
10. Cc1cccc(S(=O)(=O)c2cn(Cc3ccc(F)cc3)c3cc(N4CCOCC4)c(F)cc3c2=O)c1
Assay by compound	1	2	3	4	5	6	7	8	9	10
DRD3 agonist	0	-8	-3	3	21	-9	4	-22	4	-10
D3 antag	9	25	11	7	nt	-13	-23	-12	8	nt
FUS suppressor	14%	25%	-14%	8%	1%	29%	0%	8%	13%	?
EPAC2 ag	-3%	16%	1%	6%	nt	12%	1%	1%	8%	nt
TDP-43 yeast inh	6%	0%	3%	-11%	8%	-3%	25%	-10%[9.22 µM]	19%	12%[9.22 µM]
Abeta rescue	9%	-75%[inhibitor]	-3%	-16%	-5%	-16%	-17%	-9%	-12%	0%
aSyn yeast inh	3%	29%	8%	10%	nt	7%	3%	-5%	3%	nt
EPAC2 antagonist	-1%	-3%	1%	14%	nt	6%	1%	5%	3%	nt

11. Cc1cc(Br)ccc1NC(=O)C1CCCN(S(=O)(=O)c2cccc3nonc23)C1 (stereo unspecified)
12. O=C(NC1CCCC1)C(c1ccco1)N(C(=O)c1csnn1)c1ccccc1 (stereo unspecified)
13. CCc1nc2ccc(C(=O)N3CCN(S(=O)(=O)CC)CC3)cn2c1N(C=O)Cc1ccc(OC)cc1
14. COc1ccc2c(c1)nc(NCCCO)n2Cc1ccccc1
15. COc1ccc(C2=NN(C(=O)CSc3nc4ccccc4s3)C(c3ccc(OC)cc3)C2)cc1 (stereo unspecified)
16. Cc1cc(C)c2nc(C(F)(F)F)nc(NCCCN3CCCC3=O)c2c1
17. CC(C)[C@H]1COCCS(=O)(=O)N1Cc1ccc(Cl)cc1
18. CCOc1ccc(C(C)=O)cc1COc1ccc(-n2cnnn2)cc1
19. O=C(Sc1ccc(Cl)cc1)c1cccc(Cn2cc(C(F)(F)F)ccc2=O)c1
20. COc1ccc(S(=O)(=O)N[C@@H](CSCc2ccccc2)C(=O)O)cc1
Assay by compound	11	12	13	14	15	16	17	18	19	20
DRD3 agonist	-7	4	-4	-10	-10	-6	-16	-6	-12	8
D3 antag	nt	4	?	8	-14	19	-14	11	?	13
FUS suppressor	-14%	11%	-10%	27%	?	-3%	18%	-4%	18%	-1%
EPAC2 ag	nt	3%	10%	4%	10%	-19%	-4%	1%	-2%	1%
TDP-43 yeast inh	7%	2%	12%	-23%	1%	2%	3%	-2%	20%	1%
Abeta rescue	0%	7%	-8%	-6%	7%	-4%	4%	-8%[9.22 µM]	-7%	10%
aSyn yeast inh	nt	2%	-1%	-1%	8%	0%	-10%	2%	2%	-1%
EPAC2 antagonist	nt	8%	2%	2%	12%	-13%	-18%	3%	-6%	0%

Looked up above.
D3 antag result of `O=C(NC1CCCC1)C(c1ccco1)N(C(=O)c1csnn1)c1ccccc1` (stereo unspecified) → 4
EPAC2 ag result of `COc1ccc(S(=O)(=O)N[C@@H](CSCc2ccccc2)C(=O)O)cc1` → 1%
EPAC2 ag result of `CCc1nc2ccc(C(=O)N3CCN(S(=O)(=O)CC)CC3)cn2c1N(C=O)Cc1ccc(OC)cc1` → 10%
DRD3 agonist result of `O=C(Sc1ccc(Cl)cc1)c1cccc(Cn2cc(C(F)(F)F)ccc2=O)c1` → -12
TDP-43 yeast inh result of `COc1ccc(C2=NN(C(=O)CSc3nc4ccccc4s3)C(c3ccc(OC)cc3)C2)cc1` (stereo unspecified) → 1%

(more compounds)
21. COc1ccc(-c2nn(-c3ccccc3)cc2C(=O)N/N=C/c2ccc([N+](=O)[O-])o2)cc1
22. CCCN(CCO)Cc1cccc(Cl)c1
23. O=C(O)Cn1ncc2ccccc2c1=O
24. CCCCN1C(=O)N(c2nnc(C(C)(C)C)s2)C(O)C1c1ccc(C)cc1 (stereo unspecified)
25. C/C(=N\NC(=O)c1c(Cl)c(C)nn1C)c1ccc(NC(=O)COc2ccc(Cl)cc2C)cc1
26. O=C(COC(=O)/C=C/c1ccccc1Cl)NC(=O)NC1CCCC1
27. CC(C)OC(=O)c1cc(NC(=O)C2C3C=CC(O3)C2C(=O)O)cc(C(=O)OC(C)C)c1 (stereo unspecified)
28. O=C(CNC(=O)c1ccc(Cl)cc1Cl)Nc1ccc(F)cc1
29. CC(C)C(=O)NC(=S)Nc1ccc(S(=O)(=O)Nc2ccccc2)cc1
30. Cc1ccc(-c2nnc(SCCOc3ccccc3)o2)cc1
Assay by compound	21	22	23	24	25	26	27	28	29	30
DRD3 agonist	-4	-13	7	6	2	1	-2	-26	-5	2
D3 antag	-16	12	14	1	57	-11	1	-2	-7	nt
FUS suppressor	-10%	12%	-21%	39%	-5%	26%	10%	28%	nt	-6%
EPAC2 ag	-1%	5%	4%	-1%	7%	6%	-6%	-4%	11%	nt
TDP-43 yeast inh	1%	-17%	-20%	20%	-2%	?	-26%	6%	0%	-6%
Abeta rescue	-24%	-6%	-2%	15%	2%	27%	-1%	9%	4%	-6%
aSyn yeast inh	6%	-2%	1%	4%	5%	2%	17%	9%	29%	nt
EPAC2 antagonist	-1%	-4%	13%	-16%	0%	-21%	?	0%	7%	nt

31. O=C1CSC(c2ccc(Cl)cc2)N1Nc1nc(N2CCOCC2)nc(N2CCOCC2)n1 (stereo unspecified)
32. O=C1NC2=C(C(=O)CCC2)C(c2ccc3ncccc3c2)N1 (stereo unspecified)
33. COc1ccc(-n2c(C)cc(/C=C(\C#N)C(=O)NCc3ccco3)c2C)cc1
34. Cc1ccc(S(=O)(=O)N2CCN(CCc3ccncc3)CC2)cc1
35. CCc1noc(C)c1C(=O)Nc1nc2c(C)cc(C)cc2s1
36. O=c1c2oc3ccccc3c2n(Cc2cccc(Cl)c2)c(=O)n1Cc1ccco1
37. Cc1ncc(CO)c2c1Oc1nc(-c3ccccc3Cl)nc(SCc3ccccc3F)c1C2
38. CC(=O)Nc1cccc(NC(=O)CSc2nc(=O)n(CCN3CCOCC3)c3c2CCC3)c1
39. CCOC(=O)c1sc(NC(=O)CN2C(=O)NC3(CC(C)CC(C)(C)C3)C2=O)cc1C (stereo unspecified)
40. COc1ccc(S(=O)(=O)c2c(Nc3ccc(F)cc3)sc(C(=O)c3ccc(C)cc3C)c2N)cc1
Assay by compound	31	32	33	34	35	36	37	38	39	40
DRD3 agonist	3	-6	3	5	-3	-4	6	-3	-5	-4
D3 antag	0	-3	-6	9	27	nt	nt	-14	0	nt
FUS suppressor	36%	-21%	nt	4%	25%	-2%	-1%	-1%	32%	39%
EPAC2 ag	6%	9%	1%	2%	24%	nt	nt	-2%	0%	nt
TDP-43 yeast inh	-6%	-13%	1%	-9%	?	19%	19%	18%	24%	0%
Abeta rescue	5%	13%	8%	13%	?	-11%	5%	8%	?	21%
aSyn yeast inh	8%	-2%	12%	-7%	12%	nt	nt	2%	-4%	nt
EPAC2 antagonist	8%	1%	5%	4%	-14%	nt	nt	-3%	-13%	nt

41. O=C(CSc1nnc(-c2ccncc2)o1)NCc1ccc(Cl)cc1
42. CCCCCCCCN1C(=O)[C@H](CC(=O)N2CCSCC2)C[C@@]2(C(=O)OC)CCCCC=C12
43. O=C(NCc1cccnc1)C1CCN(C(=O)c2ccc(Cl)cc2Cl)CC1
44. C[C@@H]1NC(=O)[C@H](CCC(N)=O)NC(=O)c2cc([N+](=O)[O-])cc(I)c2NCC[C@@H](C(N)=O)NC1=O
45. CCc1nnc(NC(=O)CN2CCN(c3nc(-c4ccccc4)cs3)CC2)s1
46. Cc1cccnc1NCC(O)COc1ccccc1 (stereo unspecified)
47. COC(=O)c1cc(C(=O)NCC2CCCCC2)cc([N+](=O)[O-])c1
48. Fc1ccc(NC(=S)N2CCSC2c2cccs2)cc1 (stereo unspecified)
49. Cc1nc2ccccc2c(=O)n1NCc1cccs1
Assay by compound	41	42	43	44	45	46	47	48	49
DRD3 agonist	-6	1	-4	3	9	0	-6	-3	-13
D3 antag	-9	-11	-11	6	24	-10	-13	-3	-22
FUS suppressor	-5%	?	14%	2%	?	11%	8%	20%	37%
EPAC2 ag	9%	-4%	2%	-2%	5%	-5%	9%	15%	12%
TDP-43 yeast inh	1%	1%	-8%	2%	3%	1%	-9%	9%	?
Abeta rescue	-6%	15%	2%	-7%	-7%	14%	-2%	0%	-15%
aSyn yeast inh	-5%	?	-4%	1%	14%	1%	-25%	-2%	2%
EPAC2 antagonist	4%	-21%	19%	21%	-7%	-1%	4%	11%	0%

Record cards (already shown):
Listed for Cc1cccnc1NCC(O)COc1ccccc1 (stereo unspecified) : DRD3 agonist = 0; D3 antag = -10; FUS suppressor = 11%; EPAC2 ag = -5%; TDP-43 yeast inh = 1%; Abeta rescue = 14%; aSyn yeast inh = 1%; EPAC2 antagonist = -1%
Listed for CCc1nnc(NC(=O)CN2CCN(c3nc(-c4ccccc4)cs3)CC2)s1 : DRD3 agonist = 9; D3 antag = 24; FUS suppressor = ?; EPAC2 ag = 5%; TDP-43 yeast inh = 3%; Abeta rescue = -7%; aSyn yeast inh = 14%; EPAC2 antagonist = -7%
